Screening results (PubChem BioAssay)
Kir21 inh – blocks the mouse Kir2.1 inward-rectifier potassium channel; HEK293-Kir2.1, FluxOR thallium flux fluorescence; stronger effect = lower value; B-score at 10 µM; 310,000 tested, 0.85% active; AID 1672;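 active means fluorescence ratio B-score at or below minus 3 SD of library scores, with starting-brightness B-score within 2 SD, cut at about -4.2 in these data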;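 further: channel flux triggered by added potassium and thallium sulfate stimulus; B-score of peak minus minimum fluorescence over baseline after thallium stimulus; more negative B-score means stronger Kir2.1 block with less thallium influx; some compounds called inactive have numbers as strong as hits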
Target sequence (P35561 whole entry, looked up): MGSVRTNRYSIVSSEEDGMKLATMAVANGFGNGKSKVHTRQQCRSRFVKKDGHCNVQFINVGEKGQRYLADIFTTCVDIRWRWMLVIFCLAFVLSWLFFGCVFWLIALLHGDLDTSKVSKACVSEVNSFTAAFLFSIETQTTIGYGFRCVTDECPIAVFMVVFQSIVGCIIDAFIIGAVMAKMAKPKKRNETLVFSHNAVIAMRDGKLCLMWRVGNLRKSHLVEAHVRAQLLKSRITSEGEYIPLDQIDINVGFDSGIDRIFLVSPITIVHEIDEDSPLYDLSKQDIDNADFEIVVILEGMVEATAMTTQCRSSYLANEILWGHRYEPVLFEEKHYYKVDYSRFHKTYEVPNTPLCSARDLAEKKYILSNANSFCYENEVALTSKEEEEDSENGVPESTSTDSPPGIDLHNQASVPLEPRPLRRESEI
KCNQ2 block – KCNQ2 potassium channel inhibitors, primary screen, cell-based, CHO-K1, FluxOR thallium flux, B-score (AID 2156). O88943. 20 min; stronger effect = lower value. B-score at 10 µM. 310,000 tested, 1.1% active;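 active means fluorescence ratio B-score at most minus 3 library SDs, with starting brightness B-score within 2 library SDs, cut at about -5.5 in these data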
* marks the source's active call; other numbers are inactive results; i = inactive. This is a random part of the collection; 1.9% or so of the library scored in one or more.

Value order: Kir21 inh | KCNQ2 block
> CCOC(=O)C1(Cc2cccc(Cl)c2)CCCN(C(=O)c2cc(CC)on2)C1 (stereo unspecified)
  -0.74 | i
> Cc1ccc(NC(=O)COc2ccc(/C=N/NC(=O)CSCc3ccccc3)cc2)cc1
  2 | i
> O=C(N/N=C/c1cc2cc3c(cc2nc1Cl)OCO3)c1ccncc1
  0.77 | i
> OCC[C@H]1C[C@@H](O)[C@H](O)[C@@]2(CCCO2)O1
  -1.7 | i
> Cc1c(C(=O)N2CCCC2)nnn1-c1nonc1N
  -0.35 | i
> O=C(CCN1CCc2ccccc2C1)c1ccc2c(c1)OCCO2
  0.02 | -8.3*
> Cc1c(C)n(Cc2ccccc2)c2ncnc(N)c12
  -1.5 | i
> COc1ccc(-c2noc(CN3CCCC(OCc4ccccn4)C3)n2)cc1 (stereo unspecified)
  -0.11 | i
> O=C(CNCc1ccccc1Cl)NCc1ccco1
  -0.14 | i
> O=C(Nc1ccc2c(c1)OCCO2)C(=S)NCc1ccccc1
  0.38 | i
> COc1cc(OC)cc(C(=O)Nc2nnc(SCC(=O)NCC3CCCO3)s2)c1 (stereo unspecified)
  1.7 | i
> COc1ccc(C2NC(=S)NC3=C2CCc2ccccc23)cc1OC (stereo unspecified)
  1.7 | i
> CC(=O)Nc1ccc(/C=C/c2nc(-c3ccccc3O)n[nH]2)cc1
  -0.01 | i
> O=C(Cc1nc2ccccc2[nH]1)c1ccc(Cl)cc1
  -1.9 | i
> OCCN(Cc1ccccc1)Cc1ccccc1Cl
  -0.75 | i
> Cc1cccc(Oc2c([N+](=O)[O-])c(=O)n(C)c3ccccc23)c1
  -0.02 | i
> COc1ccccc1NS(=O)(=O)c1ccc(NC(=O)Cc2cccs2)cc1
  -0.15 | i
> Cn1c(SCC(=O)NC2CCCC2)nc2c(c1=O)SCC2
  -0.71 | i
> COc1ccc(/C=N/NC(=O)c2ccc(COc3cccc4cccnc34)cc2)cc1OC
  0.8 | i
> CC(Cc1cccs1)NC(=O)c1cccs1 (stereo unspecified)
  0.47 | i
> CC1=C(C(=O)Nc2ccc(Cl)cc2C(=O)N2CCC(C(N)=O)CC2)SCCO1
  -0.99 | i
> CN(C)C(=O)CSc1nc2ccccc2c(=O)[nH]1
  0.49 | i
> COc1cc(-c2n[nH]c(=S)n2-c2ccc(C)cc2)cc(OC)c1OC
  0.9 | i
> CN(Cc1cccs1)C(=O)CCCc1c[nH]c2ccccc12
  0.64 | i
> COCC1CCCN(C(=O)c2cc(COc3ccc4ncccc4c3)on2)C1 (stereo unspecified)
  0.02 | i
> CCCCCCCCS(=O)c1sc2nc(C)cc(C)c2c1N (stereo unspecified)
  -0.9 | i
> CN(Cc1cccs1)C(=O)COc1ccc(-c2nnco2)cc1
  -1.1 | i
> Cc1ccccc1CN1CCN(Cc2ccc3cccc(F)c3n2)CC1CCO (stereo unspecified)
  -0.02 | i
> O=C(N/N=C\c1cc2c(cc1[N+](=O)[O-])OCO2)c1cccs1
  0.35 | i
> Cc1cc(C(=O)COC(=O)C23CC4CC(CC(O)(C4)C2)C3)c(C)n1-c1c(C)n(C)n(-c2ccccc2)c1=O
  0.32 | i
> CCOc1cccc(=O)c2c(C)n(C)c(C)c12
  -0.68 | i
> CCCNC(=O)CN(c1ccc(F)cc1)S(=O)(=O)c1ccc2c(c1)OCCO2
  -1.9 | i
> CSc1ccc(C(=O)N2CCC(CCC(=O)NC3CC3)CC2)cc1
  0.96 | i
> Cc1cccc(-c2nnc(SCC(=O)NCc3ccc4c(c3)OCO4)n2C)c1
  -0.48 | i
> CCCCCN(C(=O)CCC(=O)OCC(=O)N1CCCCC1C)c1c(N)n(CCCC)c(=O)[nH]c1=O (stereo unspecified)
  -0.14 | i
> CC(C)Sc1nc(N2CCCC2)c2c(c1C#N)CC(C)(C)OC2
  -1.2 | i
> COc1cccc(OC)c1C(=O)N1CCNCC1
  -0.57 | i
> CCOc1ccc2nc(N3C(=O)CNC3=S)sc2c1
  -0.98 | i
> Cc1ccc2c(C)nc(N/C(N)=N/S(=O)(=O)c3ccc([N+](=O)[O-])cc3)nc2c1
  1.2 | i
> COc1cc(C(=O)N2CCCCCCC2)ccc1OC1CCN(C(C)=O)CC1
  -1.4 | i
> CNC(=O)CSc1ncnc2c1cnn2-c1ccccc1
  2.7 | i
> CCC(=O)Nc1c(OC(=O)CC)ccc2c(C)cc(=O)oc12
  0.71 | i
> COc1ccc2[nH]c(=O)c(CN(Cc3cccs3)C(=S)Nc3ccccc3)cc2c1
  -1 | i
> Cc1ccc2c(c1)c1nnc(SCC(=O)N3CCN(c4ccc(F)cc4)CC3)nc1n2CC(=O)O
  0.61 | i
> COC(=O)c1ccc(CSc2nnc3nc(C)cc(C)n23)cc1
  0.07 | i
> NS(=O)(=O)c1ccc(NC(=O)COC(=O)CCc2ccccc2)cc1
  2.7 | i
> Cc1nc2ccccc2c(=O)n1NC(=O)c1ccc(F)cc1Cl
  -1.3 | i
> C#CCNC(=O)C1=C[C@@H](c2ccccc2)C[C@@H](OCCCCO)O1
  -1.5 | i
> COc1ccccc1N1CCN(C2CCCN(C(=O)CC(F)(F)F)C2)CC1 (stereo unspecified)
  1.7 | i
> COc1cc(N2C(=O)c3ccccc3C2=O)c(Cl)cc1C(=O)OCC(=O)NCc1ccco1
  0.49 | i
> CSc1cccc(NC(=O)NCc2cccc(CNC(=O)Nc3cccc(SC)c3)c2)c1
  0.09 | i
> Cc1ccc(S(=O)(=O)Oc2ccc(/C=C(/NC(=O)c3ccccc3)C(=O)NCC(=O)O)cc2)cc1
  -0.68 | i
> O=C(NC1CCCCC1)N1CCCC(c2nc3ccccc3[nH]2)C1 (stereo unspecified)
  0.18 | i
> CN(C)CC(c1ccccc1)c1ccccc1
  0.18 | i
> CCc1ccc(OCC(=O)N2CCc3ccccc32)cc1
  -0.38 | i
> O=C(NCCc1ccncc1)C(F)(F)F
  0.17 | i
> CC(=O)Nc1ccc(S(=O)(=O)N(C)CC(=O)Nc2cccc(S(=O)(=O)N3CCCC3)c2)cc1
  -1.1 | i
> COc1ccc(-n2c(SCC(=O)NCc3cccs3)nc3[nH]ncc3c2=O)cc1
  -0.47 | i
> CCCCCN(C(=O)CN1CCC(Cc2ccccc2)CC1)c1c(N)n(CCCC)c(=O)[nH]c1=O
  0.3 | i
> CN(Cc1ccc(OC(F)F)cc1)Cc1nc2c(Br)cc(Br)cc2c(=O)[nH]1
  0.29 | i

Arranged by the number under Kir21 inh (rising): 3 of the compounds above.
Value order: Kir21 inh | KCNQ2 block
> CCOc1ccc2nc(N3C(=O)CNC3=S)sc2c1
  -0.98 | i
> CN(Cc1ccc(OC(F)F)cc1)Cc1nc2c(Br)cc(Br)cc2c(=O)[nH]1
  0.29 | i
> Cc1ccc2c(c1)c1nnc(SCC(=O)N3CCN(c4ccc(F)cc4)CC3)nc1n2CC(=O)O
  0.61 | i

Next records follow:
Value order: Kir21 inh | KCNQ2 block
> CCCOc1ccc(C(=O)NCC2OCCc3ccccc32)cc1OC (stereo unspecified)
  0.01 | i
> CN1CC(c2ccccn2)C2(SC(=S)N(Cc3ccccc3)C2=O)C12C(=O)Nc1ccccc12 (stereo unspecified)
  -0.39 | i
> Cc1cc(C)c(S(=O)(=O)N2CCN(c3ccc([N+](=O)[O-])c(-n4nc(C)cc4C)c3)CC2)c(C)c1
  -0.81 | i
> COc1cc(/C=N/NC(=O)CN2CCOCC2)ccc1OCc1ccccc1
  -0.97 | i
> CC(C)NC(=S)NC(c1ccccc1)(c1ccccc1)c1ccccc1
  0.44 | i
> CCN(c1ccccc1)S(=O)(=O)c1ccc2[nH]cc(C(=O)NCCOC)c(=O)c2c1
  0.8 | i
> CCOc1ccc(S(=O)(=O)Nc2ccc(C(=O)NCC3(N4CCCCC4)CCCCC3)cc2)cc1
  0.02 | i
> Cc1cc(Cl)ccc1C(=O)C1CCCN(C(=O)CCn2cnnn2)C1 (stereo unspecified)
  2 | i
> COc1ccc(C2(C(=O)NC3CCCCC3)CCOCC2)cc1OC
  0.04 | i
> O=C(Nc1ccc(F)cc1)NC1(C(=O)NCc2ccc3c(c2)OCO3)CCCCC1
  1.2 | i
> COc1ccc(-n2nnnc2SCC(=O)NCCc2ccc(OC)c(OC)c2)cc1
  -2.7 | i
> COc1ccc2cc(C(=O)C3CCCN(C(=O)CSc4nnc(C)o4)C3)ccc2c1 (stereo unspecified)
  -0.2 | i
> Cc1ccc(C(=O)NCCONC(=O)c2ccc(C)cc2)cc1
  -1 | i
> COc1ccccc1-n1c(SC)nc2c(sc(=S)n2-c2ccccc2)c1=O
  -0.75 | i
> Oc1c(Cl)cc(Cl)cc1C=Nc1ccc(N2CCOCC2)cc1
  0.57 | i
> CCN(CC)CCNC(=O)C(C(=O)c1ccccc1)n1ccccc1=O (stereo unspecified)
  -1.8 | i
> Cc1ccc(NS(=O)(=O)c2ccc3c(c2)NC(=O)CCS3)cc1F
  -0.02 | i
> COc1ccccc1OCCCC(=O)Nc1ccc(N2CCOCC2)cc1
  2 | i
> O=C(NC(=O)c1ccc(Cl)cc1)OC1CCCCC1
  0.84 | i
> CCc1ccc(Nc2n[n+](-c3ccccc3)c(-c3ccc(C(=O)O)cc3)s2)cc1
  0.22 | i
> CCCCCC1CCC(C(=O)NNC(=S)NCC)CC1 (stereo unspecified)
  0.55 | i
> COc1cc(C=Nc2ccccc2C(=O)Nc2ccccc2)cc(OC)c1OC
  2.2 | i
> O=C(Oc1ccccc1)c1ccc(-n2cnnn2)cc1
  -1.3 | i
> Cc1ccc2nc(Cl)c(-c3ccccc3)cc2c1
  -1 | i
> CCOC(=O)c1ccc(CSc2nnc(-c3ccncc3)n2N)cc1
  1.3 | i
> O=C(c1ccc(COc2ccc3c(c2)CCC3)o1)N1CCN(c2ccccc2)CC1
  -0.39 | -8*
> NC(=O)C1(c2ccccc2)CCCN1C(=O)c1ccccc1Br (stereo unspecified)
  -0.05 | i
> Cc1cc(C)c2ccc(=S)[nH]c2n1
  0.92 | i
> Cc1nc2nc[nH]n2c(=O)c1CCOC(=O)c1c(F)cccc1F
  0.3 | i
> Cc1noc(C)c1COC(=O)c1ccccc1NC(=O)c1ccco1
  0.64 | i
> CNC(=O)N1CCN(C(=O)NC)CC1
  0.09 | i
> C/C(Cc1ccccc1)=N\NC(=O)CNC(=O)COc1cccc(C)c1
  -0.48 | i
> COc1ccc(C(=O)N2C(=O)c3ccc(N)cc3C2=O)cc1
  -0.93 | i
> CC1(C)CC(=O)C2=C(C1)Nc1ccccc1[S@]2=O
  -0.06 | i
> c1ccc(N2CCN(Cc3ccc4c(c3)OCO4)CC2)nc1
  1.5 | i
> COc1ccc(Cl)cc1-n1c(C)cc(C(=O)O)c1C
  0.44 | i
> CC[C@@H](C)[C@H](NC(=O)Cc1c(C)c2cc3c(C)coc3c(C)c2oc1=O)C(=O)O
  0.5 | i
> O=C(CCCCCN1C(=O)c2ccccc2C1=O)Nc1cccc(O)c1
  -0.03 | i
> COc1ccc(CCn2c(-c3ccncc3)n[nH]c2=S)cc1OC
  0.12 | i
> Cc1ccc2c(c1)NC(=O)C(CC(=O)NCCCN1CCc3ccccc3C1)O2 (stereo unspecified)
  0.16 | i
> O=C(COc1ccc(F)cc1)NN1C(=O)CSC1=S
  1.6 | i
> O=S(=O)(c1ccccc1)N1C2CCC1CC(O)(c1cccnc1)C2 (stereo unspecified)
  1.7 | i
> Cc1ccc(C2c3[nH]c4ccccc4c3C[C@H]3C(=O)N(c4ccccc4C(=O)N4CCC(C(=O)O)CC4)C(=O)N23)cc1 (stereo partly specified)
  0.11 | i
> COc1ccc(-c2nnc(C)c3nocc23)cc1
  -0.93 | i
> CCCCNC(=O)C1CCC(=O)N1CCc1ccccc1 (stereo unspecified)
  2 | i
> CCCc1ccc(Oc2cn[nH]c2-c2ccc(O)c(C)c2O)cc1
  -0.03 | i
> O=C(c1nc2ccccn2c1CN1CCN(c2ccccc2O)CC1)N1CCCC1
  -0.03 | i
> Cc1c(C(=O)O)oc2c1C(O)CCC2 (stereo unspecified)
  0 | i
> Cc1cccc(/C=N/NC(=O)C(C)Nc2cccc3ccccc23)n1 (stereo unspecified)
  -0.03 | i
> COc1ccc(CCNC(=O)CC2SC(=NCCc3ccccc3)NC2=O)cc1 (stereo unspecified)
  -0.1 | i
> O=C(NCCOC(=O)c1ccccc1)c1ccc([N+](=O)[O-])cc1
  2.3 | i
> CC(C)OCC1Cn2c(nc3c2c(=O)n(C)c(=O)n3C)O1 (stereo unspecified)
  0.42 | i
> CCc1cc(/C(Cc2csc(C)n2)=N/O)c(O)cc1O
  -4.4* | -7.7*
> CCOC(=O)c1sc(N2C(=O)C(O)=C(C(=O)c3ccco3)C2c2ccc(C)o2)nc1C (stereo unspecified)
  -0.85 | i
> CC1=NN(c2nc(-c3ccc(C)cc3)cs2)C(=O)C1N=Nc1ccc2ccccc2c1 (stereo unspecified)
  2.2 | i
> Cc1cc(C)n(C(=O)c2cc3c(s2)CCCC3)n1
  -0.23 | i

Ordered by length of the SMILES (lowest first): some entries from above.
Value order: Kir21 inh | KCNQ2 block
> CCOc1cccc(=O)c2c(C)n(C)c(C)c12
  -0.68 | i
> COc1cc(C(=O)N2CCCCCCC2)ccc1OC1CCN(C(C)=O)CC1
  -1.4 | i
> CC[C@@H](C)[C@H](NC(=O)Cc1c(C)c2cc3c(C)coc3c(C)c2oc1=O)C(=O)O
  0.5 | i
> Cc1ccc(C2c3[nH]c4ccccc4c3C[C@H]3C(=O)N(c4ccccc4C(=O)N4CCC(C(=O)O)CC4)C(=O)N23)cc1 (stereo partly specified)
  0.11 | i
